Yeast superoxide – caloric restriction mimetics inhibiting age-related superoxide in yeast; S. cerevisiae aged cells, superoxide DHE fluorescence; active compounds read low; superoxide response (% of plate mean), % at 10 µM; hit rate 0.18% among 330,000; AID 2690;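 active = superoxide response under a set limit, about three screen SD below normal, cut at about 65% in these data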;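 note: yeast aged for seven days with compound at 30 °C before DHE staining; 100% = average MFI of all compound-treated wells on the plate with controls excluded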
MEX-5 binding – C. elegans MEX-5 TCR-2 RNA binding activity. Q9XUB2. MEX-5/FITC-TCR2 RNA binding, fluorescence polarization; active compounds read low. activity score (negative = inhibition of binding), % at 10 µM. hit rate 0.38% among 300,000;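 active = inhibition past about -25% in most replicates, and total fluorescence under double the plate's negative control median, limit read from the data; inconclusive = replicates evenly split on the limit, or fluorescence at least double controls; inactive = too little inhibition in most replicates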;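 note: 0% = DMSO and -100% = 5 µM competing unlabeled TCR2 RNA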
Target sequence (Q9XUB2 whole entry, looked up): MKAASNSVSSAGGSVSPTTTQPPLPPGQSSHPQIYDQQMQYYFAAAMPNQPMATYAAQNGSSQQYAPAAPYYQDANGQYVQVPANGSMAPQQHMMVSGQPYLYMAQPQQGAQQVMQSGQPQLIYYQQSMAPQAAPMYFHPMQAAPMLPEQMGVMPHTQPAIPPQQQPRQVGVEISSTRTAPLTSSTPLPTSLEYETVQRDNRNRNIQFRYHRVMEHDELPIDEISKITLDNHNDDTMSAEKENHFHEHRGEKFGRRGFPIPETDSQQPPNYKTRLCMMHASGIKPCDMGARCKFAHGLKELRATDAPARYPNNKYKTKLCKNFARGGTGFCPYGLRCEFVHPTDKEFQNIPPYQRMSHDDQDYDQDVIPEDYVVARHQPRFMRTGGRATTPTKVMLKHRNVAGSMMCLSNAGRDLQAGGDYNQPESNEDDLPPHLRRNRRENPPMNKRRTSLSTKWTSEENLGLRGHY
BCLXL inh – blocks human Bcl-xL binding to Bim BH3 peptide; Q07817; GST-Bcl-xL / FITC-Bim BH3 peptide fluorescence polarization; inhibition, % at 10.9 µM; hit rate 0.7% among 320,000;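 active = inhibition above the mean of all tested compounds plus 3 SD, cutoff set per campaign, cut at about 30% in these data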;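 note: 0% = DMSO wells and 100% = unlabeled Bim-BH3 peptide competitor; inhibitors lower millipolarization by displacing the labeled peptide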
Target sequence (Q07817 whole entry, looked up): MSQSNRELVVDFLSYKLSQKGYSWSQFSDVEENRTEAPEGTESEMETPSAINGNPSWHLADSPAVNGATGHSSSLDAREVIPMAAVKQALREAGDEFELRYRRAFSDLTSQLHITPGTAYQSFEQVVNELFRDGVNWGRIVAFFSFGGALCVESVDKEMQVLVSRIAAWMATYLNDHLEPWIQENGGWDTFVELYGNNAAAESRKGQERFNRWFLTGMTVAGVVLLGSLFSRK
CIT2 TOR yeast – alters CIT2-GFP fluorescence in TOR pathway yeast screen | S. cerevisiae CIT2-GFP strain, flow cytometry, 3 h; 100 means same as DMSO wells | GFP response vs DMSO, % at 10 µM | hit rate 0.065% among 320,000 | AID 2029;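 active = GFP response relative to DMSO above a set limit, near the screen mean plus 3 SD, cut at about 150% in these data; inconclusive = Fewer than 70 cells measured for a yeast strain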;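 note: ratio of well median GFP fluorescence to mean of DMSO wells on the plate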
VLA-4 inh – inhibition in a human VLA-4 binding assay. P13612. VLA-4 expressing cells, ligand binding flow cytometry. inhibition, % (about 7 µM as worked out from the volumes in the protocol). hit rate 0.2% among 330,000; in the data active = inhibition above about 50%
GRK2 inh – inhibitors of human GRK2 displacing RNA aptamer | P25098 | bead flow cytometry, FAM-aptamer displacement from GRK2 | inhibition of aptamer binding, % at 10 µM | hit rate 0.59% among 330,000;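 active = inhibition of aptamer binding above 40%, roughly 3 SD of noise, on plates passing a quality check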;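 note: median bead fluorescence of bound FAM aptamer so fluorescent compounds give negative values; no value below 0 was filed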
AGP1 TOR yeast – yeast TOR pathway AGP1-GFP modulation. S. cerevisiae AGP1-GFP multiplex flow cytometry, 3 h; GFP as percent of DMSO wells. hit rate 0.02% among 320,000. AID 2066. GFP response vs DMSO, % at 10 µM;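 active = GFP response relative to DMSO above a set limit, near screen average plus 3 SD, cut at about 150% in these data; inconclusive = fewer than 70 cells counted for the yeast strain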;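 note: median GFP channel fluorescence of the gated AGP1 strain per well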
MCL1-BIM inh – inhibitors of human MCL1 binding to BIM-BH3 peptide; inhibition, % at 10.9 µM; AID 2057; Q07820; hit rate 0.68% among 320,000; GST-MCL1 / FITC-Bim-BH3 fluorescence polarization;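 active = inhibition above the mean inhibition of all tested compounds plus 3 SD, set per campaign, cut at about 40% in these data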;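 note: 0% = DMSO wells and 100% = unlabeled Bim-BH3 peptide control; higher means more loss of mP so more displacement of Bim peptide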
Target sequence (Q07820 whole entry, looked up): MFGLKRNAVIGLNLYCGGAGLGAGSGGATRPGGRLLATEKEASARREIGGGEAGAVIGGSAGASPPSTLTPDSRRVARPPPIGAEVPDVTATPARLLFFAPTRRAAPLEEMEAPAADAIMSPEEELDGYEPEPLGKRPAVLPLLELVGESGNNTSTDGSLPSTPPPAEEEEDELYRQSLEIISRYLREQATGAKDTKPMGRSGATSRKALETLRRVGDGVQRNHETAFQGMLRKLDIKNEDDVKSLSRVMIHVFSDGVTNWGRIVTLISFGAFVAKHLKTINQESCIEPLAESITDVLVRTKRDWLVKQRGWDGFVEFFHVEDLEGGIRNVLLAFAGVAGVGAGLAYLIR
GLD-1 TGE inh – GLD-1-TGE RNA interaction inhibition (C. elegans); AID 2280; inhibition, % at 5.96 µM; purified GLD-1 + fluorescein TGE RNA, fluorescence polarization; Q17339; hit rate 0.44% among 320,000;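 active = percent inhibition above a per-plate cutoff, the plate mean of test compounds plus 3 SD, cut at about 30% in these data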;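 note: 0% = DMSO wells with GLD-1 and probe and 100% = wells lacking GLD-1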
The depositor's hits bear a star; ? = inconclusive; . = no result given.

Values in the order: Yeast superoxide, MEX-5 binding, BCLXL inh, CIT2 TOR yeast, VLA-4 inh, GRK2 inh, AGP1 TOR yeast, MCL1-BIM inh, GLD-1 TGE inh
> COc1ccccc1CNC(=O)[C@H](C)NC(=O)C1CCN(C(=O)[C@@H]2CCCN2C(=O)OC(C)(C)C)CC1
  98, 0.3, 3, 104, -6, 3, 109, 4, 5
> Cc1nc2ccc(-c3nc4ccc(N)cc4[nH]3)cc2[nH]1
  115, -1.1, 1, 89, -3, 88*, 97, 10, -7
> CC(=O)N/C(=C\c1ccccc1)C(=O)OCC(=O)N(C)C1CCS(=O)(=O)C1 (centres undefined)
  100, ., ., 89, 23, 6, 102, ., -5
> Cc1ccccc1C(=O)NC1CC2CCCC(C1)N2Cc1ccccc1 (centres undefined)
  106, 1.7, 9, 101, 3, 2, 100, 8, 4
> O=c1cc(-c2ccc(O)cc2)oc2c([C@@H]3O[C@H](CO)[C@@H](O)[C@H](O)[C@H]3O)c(O)c([C@@H]3O[C@H](CO)[C@@H](O)[C@H](O)[C@H]3O)c(O)c12
  102, -12, 2, 100, -7, 2, 107, -3, 3
> CCC(C)N(C)Cc1cccc(C2(O)CCN(S(=O)(=O)c3ccc(F)cc3)CC2)c1 (centres undefined)
  138, -1.0, -1, 94, 8, 0, 93, 1, 1
> Cc1cc(C)c(S(=O)(=O)n2nc(C)c(Br)c2C)c(C)c1
  92, -1.0, 5, 97, -6, 3, 96, 9, 8
> COC(=O)Cn1nc(C)c2ccccc2c1=O
  103, 0.7, 2, ?, 2, 0, ?, 4, -2
> O=C(COC(=O)c1ccc(O)cc1O)c1ccc2c(c1)OCO2
  90, 0.7, 0, 96, -5, 0, 100, -14, 4
> COc1ccc(NCC(=O)n2c(C)c(C)c3ccccc32)cc1OC
  99, 0.6, 7, 102, 0, 1, 108, 6, 2
> CCOC(=O)C1CCN(C(=O)CN(c2ccc(OC)cc2)S(=O)(=O)c2c(C)noc2C)CC1
  86, -3.7, 0, 108, 1, 1, 113, -2, 2
> CCOC(=O)Cn1c2c(c(-c3ccccc3OC)cc1=O)CCCC2
  88, ., -7, 95, 8, 1, 96, -8, 4
> Cc1ccc(S(=O)(=O)N(c2ccc(Br)cc2)C2C=CS(=O)(=O)C2)cc1 (centres undefined)
  91, -0.3, 4, 96, -6, 0, 97, 0, 3
> CN1CCN(C(=O)CN(c2cccc(Br)c2)S(=O)(=O)c2ccccc2)CC1
  117, 1.0, 4, 83, 20, 0, 92, 8, -2
> CCCCCc1nc2c(=O)n(C)c3ccccc3c2o1
  106, 2.3, 9, 94, 20, 0, 99, 10, -3
> CC1(C)COC(c2cccn2Cc2ccccc2Cl)=N1
  96, 2.7, 2, ., 4, 0, 112, -4, -2
> Cc1ccc(Cn2nc(C)cc2C(=O)Nc2ccc(Cl)cc2)cc1
  101, 1.0, 0, 99, -2, 0, 113, -2, 5
> N#Cc1c(NCCN)nc(-c2ccco2)c2c1CCCC2
  77, -0.2, 4, 95, 1, 0, 53, 11, -3
> COc1ccc(C(=O)NNC(=O)c2cccc(S(=O)(=O)N3CCOCC3)c2)cc1
  99, ., ., 99, 7, 0, 99, ., 6
> COc1ccc(CNC(=O)C2CCN(S(=O)(=O)N3CCCCC3)CC2)cc1
  84, 1.5, 1, 102, 13, 0, 98, 3, -5
> O=C(Nc1ccc(F)c(Cl)c1)c1ccc2c(=O)n3c(nc2c1)CCCCC3
  103, -1.3, 3, 90, 8, 0, 93, 0, 5
> Cc1ccc(/C=N/NC(=O)C[n+]2ccccc2)o1
  102, -2.0, 4, ?, -7, 0, ?, 1, -3
> Cc1c(C(=O)N2CCN(c3ncccn3)CC2)oc2ccc(F)cc12
  100, ., ., 87, -1, 0, 90, ., 6
> COc1ccc(C2C(C#N)=C(N)N(N(C)C)C3=C2C(=O)CC(C)(C)C3)cc1 (centres undefined)
  99, 0.0, 3, 101, 4, 0, 97, 1, -1
> CCN(CC(=O)NC1CCS(=O)(=O)C1)C(=O)COc1ccccc1-c1ccccc1 (centres undefined)
  111, -0.2, 6, 94, 8, 0, 103, 0, -5
> C[C@H](NC(=O)C1CCN(S(=O)(=O)c2ccccc2)CC1)C(=O)NCc1ccccn1
  102, -0.7, 6, 109, 4, 2, 94, 3, 3
> C=C(C)CNC(=S)N/N=C/c1ccco1
  93, 1.1, 2, 75, 10, 0, 104, 1, 0
> CN(C)/C=C1/C=C(C=O)OC1=O
  103, 1.2, 8, 89, 4, 1, 87, 2, 3
> C=CCn1c(SCc2ccccc2Cl)nnc1-c1sc2nc(C)cc(C)c2c1N
  108, 0.3, 4, 90, 5, 39, 89, 8, 1
> c1coc(Cn2c(-c3ccco3)nc3ccccc32)c1
  96, -3.4, 6, 98, -5, 2, 101, 3, -8

Other compounds follow:
Letters – A = Yeast superoxide; B = MEX-5 binding; C = BCLXL inh; D = CIT2 TOR yeast; E = VLA-4 inh; F = GRK2 inh; G = AGP1 TOR yeast; H = MCL1-BIM inh; I = GLD-1 TGE inh
> OCCCNc1cc(-c2ccccc2)nc2cc(-c3ccc(F)cc3)nn12
  A = 106 | B = -1.6 | C = 3 | D = 103 | E = 3 | F = 0 | G = 95 | H = 5 | I = -6
> COc1ccc(C(=O)CSc2nnnn2Cc2ccccc2)cc1
  A = 85 | B = -0.7 | C = -1 | D = 108 | E = -11 | F = 1 | G = 101 | H = -9 | I = -1
> Nc1c(SCCC(=O)O)ccc2c1C(=O)c1ccccc1C2=O
  A = 151 | B = -9.4 | C = 30 | D = 90 | E = -9 | F = 9 | G = 95 | H = 32 | I = 10
> O=C1CC(N(C(=O)c2ccco2)c2ccc(F)cc2)C(=O)N1c1ccc(F)cc1 (centres undefined)
  A = 97 | B = -0.9 | C = 3 | D = 100 | E = 10 | F = 2 | G = 103 | H = -2 | I = -3
> Cc1c(CNC(=O)C2CC2)c(-n2cccc2)n(Cc2ccccc2)c1C
  A = 92 | B = -2.9 | C = 7 | D = 95 | E = -10 | F = 1 | G = 80 | H = 4 | I = -11
> Cc1c(NN=C(C#N)C#N)c(=O)n(-c2ccccc2)n1C
  A = 97 | B = -6.5 | C = 21 | D = 92 | E = -1 | F = 1 | G = 100 | H = 22 | I = 18
> O=C(c1ccoc1)N1CCC2(CC1)Oc1ccc(Cl)cc1C(=O)C21CC(c2cccnc2)=NO1 (centres undefined)
  A = 113 | B = -2.1 | C = 4 | D = 98 | E = 20 | F = 1 | G = 94 | H = -4 | I = -2
> C/C(=N\NC(=O)c1cc([N+](=O)[O-])cc([N+](=O)[O-])c1)c1ccco1
  A = 105 | B = -3.8 | C = 0 | D = 108 | E = 0 | F = 1 | G = 102 | H = 1 | I = -1
> CC(=O)C(C)Oc1ncn(-c2ccccc2)n1 (centres undefined)
  A = 105 | B = -0.8 | C = 1 | D = 111 | E = -1 | F = 2 | G = 106 | H = -9 | I = 7
> COc1ccc(C2Nc3ccccc3C(=O)N2NS(=O)(=O)c2ccccc2)cc1 (centres undefined)
  A = 93 | B = 2.8 | C = -1 | D = 104 | E = -7 | F = 0 | G = 95 | H = 4 | I = -4
> COc1ccc(-c2nnc(CSc3nc4ccccc4c(=O)n3CC(C)C)o2)cc1OC
  A = 84 | B = -1.0 | C = 4 | D = 91 | E = -2 | F = 0 | G = 92 | H = 4 | I = 1
> O=C(O)CN1C(=O)SC(Nc2ccccc2)C1=O (centres undefined)
  A = 93 | B = 0.6 | C = 4 | D = 103 | E = 7 | F = 0 | G = 106 | H = 6 | I = 1
> O=C1CC(c2ccccc2)CC(O)=C1C=NCCN1CCOCC1 (centres undefined)
  A = 97 | B = -1.0 | C = 6 | D = 101 | E = 17 | F = 1 | G = 107 | H = 1 | I = 2
> CN1C[C@@H]2[C@@H]3C(=O)N(Cc4ccccc4)C(=O)[C@@H]3[C@](C)(C1=O)N2C(=O)c1ccc(Cl)cc1
  A = 102 | B = . | C = . | D = 98 | E = 14 | F = 0 | G = 101 | H = . | I = 2
> O=C(Cc1ccc(Cl)cc1)Nc1ccc2oc(=O)ccc2c1
  A = 96 | B = 3.1 | C = 3 | D = 107 | E = 12 | F = 0 | G = 94 | H = -2 | I = 1
> Cc1ccc(NC(=O)OCc2cc(-c3ccccc3)on2)cc1
  A = 108 | B = 3.0 | C = 5 | D = 101 | E = 11 | F = 5 | G = 98 | H = 2 | I = -3
> CCN1CCN(C(CNS(=O)(=O)c2ccc(Cl)cc2)c2cccnc2)CC1 (centres undefined)
  A = 90 | B = -1.0 | C = -4 | D = 105 | E = 12 | F = 0 | G = 105 | H = -1 | I = -1
> CNc1nnc(-c2cc3ccccc3oc2=O)s1
  A = 102 | B = ? | C = -5 | D = 95 | E = -10 | F = 0 | G = 91 | H = 0 | I = -10
> CC(=O)Nc1ccc(N2C(=O)CSC2c2ccccc2)cc1 (centres undefined)
  A = 93 | B = 0.1 | C = 4 | D = 100 | E = 2 | F = 3 | G = 99 | H = 8 | I = 3
> Cc1cc(N2CCN(c3cccc(C(F)(F)F)c3)CC2)n2nc(C)nc2n1
  A = 99 | B = -0.5 | C = 3 | D = 89 | E = 4 | F = 0 | G = 101 | H = 1 | I = 0
> COc1cc(OC)c(N(C)S(=O)(=O)c2cccc(C(=O)OCC(=O)NCc3ccco3)c2)cc1Cl
  A = 115 | B = 0.9 | C = 2 | D = 94 | E = 25 | F = 1 | G = 99 | H = 0 | I = 1
> Cc1ccc(NC(=O)C(OC(=O)c2ccc(O)cc2)c2ccccc2)cc1Cl (centres undefined)
  A = 96 | B = -3.7 | C = -1 | D = 95 | E = -7 | F = 1 | G = 102 | H = -20 | I = 1

Another view of nine compounds above:
Compound | Yeast superoxide | MEX-5 binding | BCLXL inh | CIT2 TOR yeast | VLA-4 inh | GRK2 inh | AGP1 TOR yeast | MCL1-BIM inh | GLD-1 TGE inh
CN1C[C@@H]2[C@@H]3C(=O)N(Cc4ccccc4)C(=O)[C@@H]3[C@](C)(C1=O)N2C(=O)c1ccc(Cl)cc1 | 102 | . | . | 98 | 14 | 0 | 101 | . | 2
O=C(Cc1ccc(Cl)cc1)Nc1ccc2oc(=O)ccc2c1 | 96 | 3.1 | 3 | 107 | 12 | 0 | 94 | -2 | 1
Cc1ccc(NC(=O)OCc2cc(-c3ccccc3)on2)cc1 | 108 | 3.0 | 5 | 101 | 11 | 5 | 98 | 2 | -3
CCN1CCN(C(CNS(=O)(=O)c2ccc(Cl)cc2)c2cccnc2)CC1 (centres undefined) | 90 | -1.0 | -4 | 105 | 12 | 0 | 105 | -1 | -1
CNc1nnc(-c2cc3ccccc3oc2=O)s1 | 102 | ? | -5 | 95 | -10 | 0 | 91 | 0 | -10
CC(=O)Nc1ccc(N2C(=O)CSC2c2ccccc2)cc1 (centres undefined) | 93 | 0.1 | 4 | 100 | 2 | 3 | 99 | 8 | 3
Cc1cc(N2CCN(c3cccc(C(F)(F)F)c3)CC2)n2nc(C)nc2n1 | 99 | -0.5 | 3 | 89 | 4 | 0 | 101 | 1 | 0
COc1cc(OC)c(N(C)S(=O)(=O)c2cccc(C(=O)OCC(=O)NCc3ccco3)c2)cc1Cl | 115 | 0.9 | 2 | 94 | 25 | 1 | 99 | 0 | 1
Cc1ccc(NC(=O)C(OC(=O)c2ccc(O)cc2)c2ccccc2)cc1Cl (centres undefined) | 96 | -3.7 | -1 | 95 | -7 | 1 | 102 | -20 | 1

Bioassay records deposited in PubChem by several laboratories.
